GLD-1 RNA inh: GLD-1/TGE RNA complex disruptors, primary screen, biochemical, fluorescence polarization | inhibition, % at 5.96 µM | AID 2280, 2010 | 0.44% of 320,000 active | purified GLD-1 + fluorescein TGE RNA;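 active means percent inhibition above a per-plate cutoff, the plate mean of test compounds plus 3 SD, cut at about 30% in these data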;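 further: 0% = DMSO wells with GLD-1 and probe and 100% = wells lacking GLD-1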
Target sequence (Q17339 whole entry, looked up): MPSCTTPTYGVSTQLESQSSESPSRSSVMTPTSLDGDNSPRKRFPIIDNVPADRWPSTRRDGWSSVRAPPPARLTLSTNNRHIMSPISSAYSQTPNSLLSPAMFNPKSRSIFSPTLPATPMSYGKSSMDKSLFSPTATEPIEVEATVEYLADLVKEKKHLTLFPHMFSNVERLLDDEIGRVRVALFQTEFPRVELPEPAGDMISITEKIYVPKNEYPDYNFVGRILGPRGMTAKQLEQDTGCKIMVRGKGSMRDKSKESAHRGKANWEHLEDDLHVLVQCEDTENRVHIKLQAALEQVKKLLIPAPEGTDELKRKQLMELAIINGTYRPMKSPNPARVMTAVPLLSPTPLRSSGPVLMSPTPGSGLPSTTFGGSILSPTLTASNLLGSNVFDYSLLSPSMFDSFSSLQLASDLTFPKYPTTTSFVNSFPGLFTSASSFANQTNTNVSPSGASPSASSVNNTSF
Efflux pump inh: inhibitors of Candida efflux pumps in yeast, primary screen, S. cerevisiae, Nile Red, multiplex. S. cerevisiae Candida pump triplex. inhibition, % at 10 µM. 0.44% of 330,000 active;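 active means plate passing quality check with inhibition over a set limit, or well fluorescence over plate mean plus 4 SD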;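 further: Nile Red retained in pooled yeast measured as flow cytometry median fluorescence; 0% = buffer negative control and 100% = Enniatin B positive control; higher means more Nile Red kept so more efflux inhibition; some compounds called inactive have numbers as strong as hits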
Yeast superoxide: reduction of superoxide in aged yeast, primary screen, HTS; 0.18% of 330,000 active; S. cerevisiae aged cells, superoxide DHE fluorescence; hits give low values; superoxide response (% of plate mean), % at 10 µM; AID 2690, 2010;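 active means superoxide response under a set limit, about three screen SD below normal, cut at about 65% in these data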;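 further: yeast aged for seven days with compound at 30 °C before DHE staining; 100% = average MFI of all compound-treated wells on the plate with controls excluded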
The depositor's hits bear a star. Some of the compounds tested, so the mix of outcomes need not match the whole.

Preview, 2 compounds:
SMILES | GLD-1 RNA inh | Efflux pump inh | Yeast superoxide
O=C(COC(=O)c1n[nH]c(=O)c2ccccc12)Nc1ccccc1F | 6 | -0.1 | 96
C=CC[C@H](CC(=O)N(CCO)Cc1ccccc1)C(=O)N[C@H](COC(=O)[C@@H](CC=C)CC(=O)OC(C)(C)C)Cc1ccccc1 | 7 | -0.1 | 109

The list itself, from the first entry:
SMILES | GLD-1 RNA inh | Efflux pump inh | Yeast superoxide
O=C(COC(=O)c1n[nH]c(=O)c2ccccc12)Nc1ccccc1F | 6 | -0.1 | 96
C=CC[C@H](CC(=O)N(CCO)Cc1ccccc1)C(=O)N[C@H](COC(=O)[C@@H](CC=C)CC(=O)OC(C)(C)C)Cc1ccccc1 | 7 | -0.1 | 109
Oc1ccccc1-c1cc(-c2ccccc2)n[nH]1 | 1 | -0.2 | 82
C[C@H](NC(=O)c1cccc([N+](=O)[O-])c1)C(=O)OCC(=O)c1ccccc1Br | 6 | -0.2 | 106
Cc1ccc(S(=O)(=O)Nc2cccc(Cl)c2)cc1NC(=O)C1CC1 | 4 | 0.1 | 108
O=C(C[C@H]1C/C=C\CC[C@H](Cc2ccc(F)cc2)C(=O)OCCNC1=O)NCCO | 0 | -0.1 | 104
CC(C)n1cnc2c(NCc3ccccc3)cc(OCC3CCN(C)CC3)cc21 | -21 | -0.2 | 139
CC(=O)C(Cc1ccccc1)NC(=O)COC(=O)c1ccc(-n2cnnn2)cc1 (stereo not drawn) | -2 | 0.1 | 102
O=C(NNC(=O)c1ccccc1Cl)c1ccc2c(c1)OCCO2 | 3 | -0.2 | 102
O=C(COC(=O)c1cccc(Br)c1)NCC1CCCO1 (stereo not drawn) | 6 | 0.1 | 85
Cc1cc(C)nc(NNS(=O)(=O)c2c(F)cc(F)cc2Br)n1 | 0 | 0.1 | 102
Cc1ccccc1NS(=O)(=O)c1ccc(C(=O)N(C)CC(=O)Nc2ccccc2Br)cc1 | 0 | 0.0 | 96
COc1ccc(-c2c(-c3ccc(C#N)cc3)oc(=O)c3cc(OC)c(OC)cc23)cc1 | 5 | -0.1 | 83
COc1ccc(-c2c(C#Cc3ccsc3)c3cc(-c4ccc(C(N)=O)cc4)ccc3n2C)cc1 | -10 | -0.1 | 93
Cc1ccc(NC(=O)COC(=O)C2(CC(=O)NC(C)(C)C)CCCC2)cc1C | -5 | 0.8 | 152
COc1cc(-c2cc(C(=O)Nc3ccc(C)c(S(=O)(=O)N4CCOCC4)c3)c3ccccc3n2)cc(OC)c1OC | 0 | -0.2 | 80
CN(CC(=O)Nc1ccccc1C(F)(F)F)C(=O)CSc1nnc(N)s1 | -3 | -0.1 | 116
CCN(C(=O)CN1CCCC(C)C1)c1c(N)n(Cc2ccccc2)c(=O)[nH]c1=O (stereo not drawn) | 0 | -0.1 | 86
COC(=O)[C@]1(C)N[C@H](c2ccc(-c3cccc(Cl)c3)c(OC)c2)[C@@H]2C(=O)N(C)C(=O)[C@@H]21 | -2 | -0.2 | 92
NS(=O)(=O)c1cccc(NC(=O)COC(=O)CCC(=O)c2cccs2)c1 | 0 | 0.3 | 95
COC(=O)[C@]1(Cc2ccccc2)N[C@H](CN(C)S(=O)(=O)c2ccc(C(C)(C)C)cc2)[C@@H]2C(=O)N(Cc3ccccc3)C(=O)[C@@H]21 | -2 | 0.4 | 112
O=C(CCNS(=O)(=O)c1ccccc1C(F)(F)F)NCCCN1CCOCC1 | 5 | -0.1 | 88
Cc1cc(C)n2nc(SCC(=O)Nc3ccc(F)cc3[N+](=O)[O-])nc2n1 | 5 | 0.0 | 112
CCN(CC)S(=O)(=O)c1ccc(NC(=O)c2ccc(N3CCCC3=O)cc2)cc1 | -8 | 0.0 | 92
O=C1CN(C(=O)COC(=O)/C=C/c2ccc(F)cc2)c2ccccc2N1 | 4 | -0.2 | 111
CCOC(=O)C1CCCN(CC(=O)N(C)c2c(N)n(Cc3ccccc3)c(=O)[nH]c2=O)C1 (stereo not drawn) | -3 | 0.0 | 109
COc1ccc(-c2c(-c3cc(OC)cc(OC)c3)n(C)c3ccc(-c4cnc(OC)nc4)cc23)cc1 | -5 | 0.2 | 91
CC(C)(CNS(=O)(=O)c1cccs1)N1CCOCC1 | 0 | -0.1 | 104
COc1ccccc1NS(=O)(=O)c1cc(N)ccc1N1CCCC1 | 2 | 0.0 | 84
Cn1nc(C(=O)NCC(c2cccs2)N2CCOCC2)c2ccccc2c1=O (stereo not drawn) | -1 | -0.1 | 86
O=C(C[C@H]1C/C=C\C[C@@H](Cc2ccc(F)cc2)C(=O)O[C@H](c2ccccc2)CNC1=O)NCCO | 6 | -0.5 | 106
COc1cccc(NC(=O)CN2C(=O)C(=O)N(C3CCCC3)C2=O)c1 | 4 | 0.0 | 97
O=C(Cc1coc2cc(O)ccc12)NNC(=O)c1cccs1 | -1 | 0.1 | 100
O=C(NCc1cccc(OC(F)(F)F)c1)c1ccc2c(c1)S(=O)(=O)c1cc(Cl)ccc1C2=O | 7 | -0.3 | 117
O=C(COC(=O)/C=C/c1ccc(OC(F)F)cc1)NC(=O)NC1CCCCC1 | -7 | -0.2 | 102
C=CCC[C@H](Cc1ccc(F)cc1)C(=O)OC[C@@H](Cc1c[nH]c2ccccc12)NC(=O)[C@H](CC=C)CC(=O)N[C@H](CO)Cc1ccccc1 | 1 | -0.3 | 109
Cc1cc(C(=O)NNC(=O)c2ccc(F)cc2)c(C)s1 | 2 | 0.0 | 125
CC1CN(S(=O)(=O)c2ccc(C(=O)Nc3ccccc3F)cc2)CC(C)O1 (stereo not drawn) | 0 | 0.1 | 96
CN(C(=O)CSc1cc(Cl)ccc1Cl)C1CCS(=O)(=O)C1 (stereo not drawn) | 2 | 0.0 | 89
CN(Cc1ccccc1)C(=O)COC(=O)C12CC3CC(CC(Br)(C3)C1)C2 | 0 | 0.2 | 86

Entries from the list above that contain a tert-butyl group, in the order listed:
SMILES | GLD-1 RNA inh | Efflux pump inh | Yeast superoxide
C=CC[C@H](CC(=O)N(CCO)Cc1ccccc1)C(=O)N[C@H](COC(=O)[C@@H](CC=C)CC(=O)OC(C)(C)C)Cc1ccccc1 | 7 | -0.1 | 109
Cc1ccc(NC(=O)COC(=O)C2(CC(=O)NC(C)(C)C)CCCC2)cc1C | -5 | 0.8 | 152
COC(=O)[C@]1(Cc2ccccc2)N[C@H](CN(C)S(=O)(=O)c2ccc(C(C)(C)C)cc2)[C@@H]2C(=O)N(Cc3ccccc3)C(=O)[C@@H]21 | -2 | 0.4 | 112

(list continues)
SMILES | GLD-1 RNA inh | Efflux pump inh | Yeast superoxide
CCOc1ccc(S(=O)(=O)NCCc2ccccn2)cc1 | 3 | -0.1 | 82
O=C(CCC(=O)N1CCN(S(=O)(=O)c2ccc([N+](=O)[O-])cc2)CC1)N1CCOCC1 | -3 | 0.1 | 116
Cc1cccc(C)c1NC(=O)c1ccc(OCc2c(C)noc2C)cc1 | 1 | 0.1 | 94
CC(C)N(Cc1ccccc1)C(=O)COC(=O)c1cc[n+]([O-])cc1 | 1 | 0.0 | 104
NS(=O)(=O)c1ccc(CCNC(=O)c2ccc3c(=O)n4c(nc3c2)CCCCC4)cc1 | 5 | 0.3 | 107
Cc1cccc(OCC(=O)OCC(=O)Nc2ccc(Cl)cn2)c1 | 7 | -0.1 | 100
O=C(COC(=O)c1cnc(Cl)c(Cl)c1)c1ccc(F)cc1 | 2 | 0.2 | 105
O=C(COC(=O)c1cc(S(=O)(=O)N2CCOCC2)ccc1F)c1ccccc1 | 6 | -0.1 | 97
O=C(C[C@@H]1C/C=C\C[C@H](Cc2ccc(F)cc2)C(=O)OC[C@@H]2CCCN2C1=O)N[C@H](CO)Cc1ccccc1 | -4 | -0.4 | 101
C[C@H](NC(=O)c1ccccc1)C(=O)N1CCN(Cc2ccc3c(c2)OCO3)CC1 | -2 | -0.2 | 100
C[C@]12c3[nH]c4ccccc4c3CCN1C(=O)C(CC(=O)NCc1ccco1)C[C@@H]2C(=O)N1CCOCC1 (stereo partly drawn) | 5 | -0.3 | 97
O=C(CCNC(=O)c1ccccc1)NNC(=O)COc1ccccc1Cl | 1 | 0.1 | 108
O=C(NC1CCN(Cc2ccccc2)CC1)c1cccc(S(=O)(=O)Nc2ccc(SC(F)F)cc2)c1 | 8 | 0.1 | 98
O=S(=O)(Nc1cccc(S(=O)(=O)N2CCCCC2)c1)c1ccc(Cl)s1 | 10 | 0.1 | 107
COc1ccc(NC(=O)COC(=O)CNC(=O)C2CCCCC2)cc1OC | 4 | -0.2 | 88
c1ccc(-c2nc(SCc3nc4ccccc4[nH]3)c3oc4ccccc4c3n2)cc1 | -3 | -0.1 | 101
CCN(C[C@H]1N[C@@](C)(C(=O)OC)[C@H]2C(=O)N(C)C(=O)[C@@H]12)C(=O)c1ccc(C(C)(C)C)cc1 | -2 | -0.2 | 87
CC1(C(=O)Nc2ccc(S(=O)(=O)Nc3ncccn3)cc2)CCCC1 | 8 | 0.1 | 100
O=C(COC(=O)COc1ccccc1)Nc1ccc(Br)cc1Br | 4 | 0.0 | 90
Cc1cc(C)c(C(=O)COC(=O)Cn2nc(-c3ccccc3)oc2=O)cc1C | 2 | 0.0 | 92
O=C(COC(=O)c1ccc2ncsc2c1)Nc1ccccc1Cl | 3 | 0.0 | 40*
CCOC(=O)CCCCCC(=O)Nc1ccc2c(c1)C(=O)N([C@H](C)CO)C[C@@H](C)[C@H](CN(C)S(=O)(=O)c1cn(C)cn1)O2 | 6 | -0.4 | 82
C=CC[C@@H](CC(=O)N[C@H](CO)Cc1ccccc1)C(=O)N[C@H](C)COC(=O)[C@@H](CC=C)CC(=O)OC(C)(C)C | 3 | 0.4 | 110
C[C@H](CO)N1C[C@H](C)[C@@H](CN(C)Cc2ccc(Oc3ccccc3)cc2)Oc2c(NC(=O)c3ccncc3)cccc2C1=O | 3 | 0.3 | 96
O=C(COC(=O)C(CO)NS(=O)(=O)c1ccc(Br)cc1)Nc1ccc2c(c1)OCCO2 (stereo not drawn) | 1 | 0.2 | 103
COc1ccccc1NS(=O)(=O)c1cccc(NS(=O)(=O)c2cc(C(=O)O)ccc2OC)c1 | 3 | 0.1 | 107
COc1ccc(S(=O)(=O)N2CCOCC2)cc1NC(=O)CC(C)c1ccccc1 (stereo not drawn) | 6 | -0.2 | 98
CCN(C[C@H]1N[C@@](CC)(C(=O)OC)[C@H]2C(=O)N(Cc3ccccc3)C(=O)[C@@H]12)C(=O)c1ccc(F)cc1 | -1 | -0.1 | 104
CC1CCN(C(=O)COC(=O)c2cccs2)CC1 | -8 | 0.0 | 102
CC1(c2ccccc2)NC(=O)N(CC(=O)N2CC(=O)Nc3ccccc32)C1=O (stereo not drawn) | 0 | 0.2 | 109
C=CC[C@@H](Cc1ccc(F)cc1)C(=O)OC[C@@H]1CCCN1C(=O)[C@@H](CC=C)CC(=O)N(CCO)Cc1ccccc1 | 9 | 0.1 | 118
C[C@H](CO)N1C[C@H](C)[C@@H](CN(C)C)Oc2c(NS(=O)(=O)c3cn(C)cn3)cccc2C1=O | 0 | -0.5 | 92
CCC(=O)c1ccc(OCC(=O)OCC(=O)Nc2ccc3c(c2)OCCO3)cc1 | 3 | -0.2 | 97
COc1ccc(CC(=O)OCC(=O)Nc2cc(Cl)ccc2C)cc1 | -3 | 0.2 | 63*
Cc1ccc(C(=O)NN=CC(=O)c2ccccc2)c(C)c1 | 6 | 0.1 | 96
COc1ccc(NC(=O)N(C)C[C@H]2Oc3ccc(NC(=O)Nc4c(C)noc4C)cc3C(=O)N([C@H](C)CO)C[C@H]2C)cc1 | 7 | -0.5 | 93
c1ccc2c(c1)ccc1ccccc12 | -1 | 0.0 | 91
C[C@H](CO)N1C[C@H](C)[C@@H](CN(C)Cc2ccc(C(=O)O)cc2)Oc2c(cccc2N(C)C)C1=O | 0 | -0.2 | 104
COc1ccc(S(=O)(=O)N(C)C[C@H]2Oc3ccc(NC(=O)Nc4ccc(C(F)(F)F)cc4)cc3C(=O)N([C@H](C)CO)C[C@@H]2C)cc1 | 7 | 0.2 | 119
Cc1ccc(C(=O)COC(=O)CCNS(=O)(=O)c2ccccc2F)cc1 | 2 | -0.3 | 98
CC(=O)NS(=O)(=O)c1ccc(NC(=O)[C@@H]2CCCN2S(=O)(=O)c2ccc(Cl)cc2)cc1 | 9 | -0.1 | 128
C[C@@]12C(=O)Nc3ccc(F)cc3C(=O)N1[C@H]1c3cc(Br)ccc3OC[C@@H]1[C@@H]2c1ccccc1 | 10 | 0.1 | 96

Results in Yeast superoxide and GLD-1 RNA inh, for four of the compounds above:
SMILES	Yeast superoxide	GLD-1 RNA inh
COc1ccc(S(=O)(=O)N2CCOCC2)cc1NC(=O)CC(C)c1ccccc1 (stereo not drawn)	98	6
c1ccc2c(c1)ccc1ccccc12	91	-1
C[C@@]12C(=O)Nc3ccc(F)cc3C(=O)N1[C@H]1c3cc(Br)ccc3OC[C@@H]1[C@@H]2c1ccccc1	96	10
CCC(=O)c1ccc(OCC(=O)OCC(=O)Nc2ccc3c(c2)OCCO3)cc1	97	3

Screening results: PubChem, several laboratories
